TAAR1 ag: human TAAR1 agonists, primary screen, Fluo-8 calcium fluorescence, CHO RD-HGA16 cells | activation, % at 3 µM | Trace amine-associated receptor 1 (Homo sapiens), Q96RJ0 | AID 624467, 2012 | vehicle wells 0%, saturating PEA agonist 100% | 0.99% of 360,000 active;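 active = activation above the mean activation of all test compounds in the run plus 3 SD, cut at about 38% in these data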
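Signal – calcium-sensitive Fluo-8 signal, excitation 470-495, emission 515-575 nm · System – RD-HGA16 (CHO) cells co-expressing Gα16 and hTAAR1 · Incubation – 17-24 h seeding, 75 min 37 °C dye, 30 min RT · Compound dosing – 3 µM single concentration · Repeats – no replicates (n 1)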
CHRM1 PAM: human M1 muscarinic receptor positive allosteric modulators, primary screen, CHO-K1 cells, Fluo-8 calcium fluorescence, 1536-well | CHO-K1 hM1, ACh EC20; 0% = ACh EC20, 100% = maximal ACh | Muscarinic acetylcholine receptor M1 (Homo sapiens), P11229 | activation, % at 3 µM | AID 588819, 2011 | 0.088% of 360,000 active; in the data active = activation above about 19%, passing the limit was not always enough
Target sequence (P11229 whole entry, looked up): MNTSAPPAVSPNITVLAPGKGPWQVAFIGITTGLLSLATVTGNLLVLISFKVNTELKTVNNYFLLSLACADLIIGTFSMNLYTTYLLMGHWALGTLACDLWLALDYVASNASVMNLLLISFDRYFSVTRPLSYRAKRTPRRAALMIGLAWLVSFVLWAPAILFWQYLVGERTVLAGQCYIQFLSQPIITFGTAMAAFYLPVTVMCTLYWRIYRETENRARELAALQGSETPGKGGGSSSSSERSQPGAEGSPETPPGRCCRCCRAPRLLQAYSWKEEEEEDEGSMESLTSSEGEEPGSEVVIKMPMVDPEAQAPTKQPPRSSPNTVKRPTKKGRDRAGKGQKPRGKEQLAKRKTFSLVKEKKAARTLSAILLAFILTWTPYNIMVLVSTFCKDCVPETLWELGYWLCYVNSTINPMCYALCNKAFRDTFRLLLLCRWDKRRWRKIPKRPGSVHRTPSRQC
M1 antag: human M1 muscarinic receptor antagonists, primary screen, CHO-K1 cells, Fluo-8 calcium fluorescence, 1536-well; CHO-K1 hM1, ACh EC80 antagonist; Muscarinic acetylcholine receptor M1 (Homo sapiens), P11229; 1.3% of 360,000 active; AID 588852, 2011; inhibition, % at 3 µM;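 active = percent inhibition above its own plate's cutoff, namely the mean of that plate's compound wells plus 3 SD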;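 also: peak over basal fluorescence ratio during 140 s after agonist addition; 0% = ACh EC80 plus DMSO and 100% = DMSO alone without agonist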
M1 ag: human M1 muscarinic receptor agonists, primary screen, Fluo-8 calcium fluorescence, CHO-K1 cells, HTS. CHO-K1 hM1, agonist mode; 0% DMSO, 100% acetylcholine EC100. activation, % at 3 µM. 0.33% of 360,000 active. AID 588814, 2011;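 active = activation above the run's mean compound activation plus 3 SD, cut at about 16% in these data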;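 also: peak over basal fluorescence ratio within a 140 s kinetic read after compound addition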
CHRM5 antagonist: human M5 muscarinic receptor antagonists, primary screen, CHO cells, Fluo-8 calcium fluorescence; inhibition, % at 3 µM; AID 624040, 2012; CHO-hM5 cells, ACh EC80; Muscarinic acetylcholine receptor M5 (Homo sapiens), P08912; 0.59% of 360,000 active;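 active = inhibition above a per-plate cutoff, the mean of that plate's test compounds plus 3 SD, cut at about 27% in these data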;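 also: 0% = acetylcholine EC80 with DMSO and 100% = DMSO without agonist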
M4 ag: human M4 muscarinic receptor agonists, primary screen, CHO-K1 cells, Fluo-8 calcium fluorescence. activation, % at 3 µM. 0.14% of 360,000 active. Muscarinic acetylcholine receptor M4 (Homo sapiens), P08173. CHO-K1 hM4/Gqi5; vehicle 0%, full acetylcholine response 100%. AID 624127, 2012;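 active = activation above the run mean over all test wells plus 3 SD, cut at about 32% in these data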;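 also: peak over basal fluorescence ratio per well then scaled between controls; 0% = DMSO wells and 100% = acetylcholine at EC100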
Target sequence (P08173 whole entry, looked up): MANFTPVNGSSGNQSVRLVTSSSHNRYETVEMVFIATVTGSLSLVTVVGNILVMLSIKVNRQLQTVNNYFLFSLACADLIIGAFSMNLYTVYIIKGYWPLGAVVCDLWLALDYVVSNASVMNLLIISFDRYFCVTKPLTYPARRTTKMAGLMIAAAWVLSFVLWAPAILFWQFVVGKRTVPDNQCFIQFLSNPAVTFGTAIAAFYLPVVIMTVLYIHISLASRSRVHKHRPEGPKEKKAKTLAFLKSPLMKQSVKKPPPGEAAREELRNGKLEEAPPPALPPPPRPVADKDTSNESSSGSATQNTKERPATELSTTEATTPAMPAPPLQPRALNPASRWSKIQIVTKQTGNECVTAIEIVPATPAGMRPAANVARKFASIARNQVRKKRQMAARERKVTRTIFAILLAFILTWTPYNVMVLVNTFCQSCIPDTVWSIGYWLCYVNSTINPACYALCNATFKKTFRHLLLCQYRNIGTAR
M5 PAM: human M5 muscarinic receptor positive allosteric modulators, primary screen, CHO-K1 cells, Fluo-8 calcium fluorescence. CHO-K1 hM5, ACh EC20 PAM; 0% = ACh EC20, 100% = ACh EC100. activation, % at 3 µM. 0.3% of 360,000 active;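 active = activation above the run cutoff, the mean activation of all test compounds plus 3 SD, cut at about 18% in these data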
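Assay system: CHO-K1 hM5 cells / Incubation: Fluo-8 loading 80 min at 37 °C plus 30 min room temperature / Technique: Fluo-8 calcium dye fluorescence, kinetic read / Repeats: single replicate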
M4 antag: human M4 muscarinic receptor antagonists, primary screen, CHO cells, Fluo-8 calcium fluorescence; inhibition, % at 3 µM; AID 624125, 2012; 0.73% of 360,000 active; Muscarinic acetylcholine receptor M4 (Homo sapiens), P08173; CHO-hM4 cells, ACh EC80;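 active = inhibition above its plate's cutoff, the mean inhibition of sample wells plus 3 SD, cut at about 27% in these data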;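 also: 0% = acetylcholine EC80 with DMSO and 100% = DMSO without agonist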
M5 ag: human M5 muscarinic receptor agonists, primary screen, CHO-K1 cells, Fluo-8 calcium fluorescence | Muscarinic acetylcholine receptor M5 (Homo sapiens), P08912 | CHO-K1 hM5 cells; 0% DMSO wells, 100% maximal acetylcholine response | activation, % at 3 µM | 0.19% of 360,000 active | AID 624037, 2012;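 active = activation above the run's mean over test compounds plus 3 SD, cut at about 23% in these data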;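 also: signal is peak over basal fluorescence ratio across the kinetic read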
* marks the source's active call; other numbers are inactive results; · = not tested or not shown.

structure	TAAR1 ag	CHRM1 PAM	M1 antag	M1 ag	CHRM5 antagonist	M4 ag	M5 PAM	M4 antag	M5 ag
O=C(c1ccco1)N1CCN(C2CN(CCc3ccccc3)S(=O)(=O)C2)CC1 (stereo unspecified)	13.1	7.2	-0.7	-3.6	2.5	0.9	-3.6	-6.9	2.5
Cn1c(NC(=O)C(C)(C)Oc2ccc(Cl)cc2)cc(=O)n(C)c1=O	2.1	1.2	-2.5	-0.6	-3.7	3.6	-2.6	-1.5	3.0
CCN(C[C@H]1N[C@@](CC)(C(=O)OC)[C@H]2C(=O)N(Cc3ccccc3)C(=O)[C@@H]12)C(=O)COC	1.6	6.0	-6.4	-2.6	0.8	0.3	-0.3	-21.6	1.4
CCC1SC(CC)C(=O)N(CC(=O)NC2CCCCC2)C1=O (stereo unspecified)	-0.1	4.5	5.3	-0.8	1.9	1.0	1.2	4.1	-1.5
CCNc1nc(Cl)nc(NCc2ccccc2)n1	9.5	6.5	-6.9	5.0	6.8	0.1	8.0	1.7	-9.6
CCOC(=O)C[n+]1ccc2c([nH]c3ccccc32)c1C	2.0	10.0	-19.2	-6.4	-5.1	0.4	6.7	-12.5	0.4
Cc1ccc(N(Cc2ccco2)C(=O)c2ccc(N3CCCCC3)c([N+](=O)[O-])c2)cc1	-1.3	-6.0	7.1	-3.7	3.9	-1.6	-4.5	4.1	-1.5
c1ccc(NCc2ccccn2)cc1	8.6	1.1	-0.2	-4.5	1.3	1.3	1.5	3.6	-2.2
CNc1nc2c(N)ncnc2n1[C@H]1O[C@@H](CO)[C@H](O)[C@@H]1O	2.8	8.7	-11.5	-1.9	8.0	-0.2	5.9	-18.8	-1.5
Cc1nc(NC(=S)NC(=O)c2cccs2)sc1C(=O)N(C)C	15.2	-0.9	-1.2	-3.8	9.1	0.4	-8.7	5.1	-1.9
COc1ccccc1OCCn1c(=O)oc2ccc(C)cc21	4.5	5.9	-5.6	0.6	16.2	0.8	-8.8	-4.3	-5.3
COc1ccccc1NS(=O)(=O)c1cc(C)ccc1C	4.2	-4.8	1.5	-2.4	3.0	0.7	-12.8	6.5	-10.5
O=C(NCCCN1CCCC1=O)c1cccc(S(=O)(=O)N2CCCCC2)c1	0.7	6.0	-4.4	-5.7	4.2	0.7	-1.9	2.4	0.5
CC(=O)Nc1ccc(NC(=O)CSc2nnnn2-c2ccccc2F)cc1	0.3	4.6	-13.0	-1.1	16.5	2.0	2.7	7.8	2.5
COc1ccc(NC(=O)CCN2CCC(C)CC2)cc1	0.1	11.6	-14.3	-3.2	-4.2	0.3	3.7	-4.4	-8.9
O=C(NC1CCCCC1)N1CCCc2ccccc21	-1.6	5.5	-2.5	-0.7	2.5	-0.5	-3.1	9.1	-5.4
CCCN(C)C1CN(Cc2cn(Cc3ccc(OC)cc3)nn2)S(=O)(=O)C1 (stereo unspecified)	3.8	·	·	·	3.0	0.4	-6.8	-23.8	0.4
O=C(CN1C(=O)NC2(CCOc3ccccc32)C1=O)Nc1ccc(Br)cc1F (stereo unspecified)	0.8	8.2	-6.8	0.9	1.1	4.1	6.8	-8.3	3.6
COc1ccc(-c2cc(=O)oc3cc(OCC(=O)Nc4ccc(CCO)cc4)ccc23)cc1	4.6	5.3	7.6	5.1	3.4	8.9	-1.9	-25.8	-0.9
CC(C)(C)NC(=O)COc1coc(CN2CCN(Cc3ccccc3)CC2)cc1=O	0.1	7.3	-6.5	-4.5	-8.7	0.6	4.2	-4.3	-0.3
COc1ccc(C(=O)NC(=S)Nc2ccccc2N2CCN(S(C)(=O)=O)CC2)cc1OC	13.2	-7.4	16.3	-1.4	16.2	12.4	-16.4	20.0	1.7
CN(C)S(=O)(=O)n1cc(/C=C(\NC(=O)c2ccccc2Cl)C(=O)N2CCCC2)c2ccccc21	13.6	-1.6	12.1	6.8	-2.0	7.7	-2.1	-3.5	-0.8
O=C(NCCOCCOCCNC(=O)c1cccnc1)c1cccnc1	3.0	1.2	-18.6	-1.7	-10.7	-0.2	6.9	-10.9	-1.0
CC(NS(=O)(=O)c1ccc(OCC(=O)NCc2ccccn2)cc1)c1ccccc1 (stereo unspecified)	5.8	6.4	-12.8	-0.2	5.1	1.8	-2.4	-3.7	-2.9
COC(=O)c1ccc(N=c2sc(C(=O)OC)cc(=O)n2C)cc1	1.5	-1.1	-0.4	-3.4	-6.9	-0.1	-2.8	-18.8	0.9
O=C(NNC1CC(=O)N(c2cccc(Cl)c2)C1=O)c1cccnc1 (stereo unspecified)	1.1	2.7	-7.2	0.2	-1.8	5.4	-4.5	1.4	3.4
CS(=O)(=O)c1ccc2nc(NC(=O)C3=NN(c4ccccc4)C(=O)CC3)sc2c1	10.1	-0.4	1.5	-1.0	8.3	5.3	-4.6	4.5	0.6
C/C(=N\Nc1nnc(-c2ccccc2)c(-c2ccccc2)n1)c1cccc([N+](=O)[O-])c1	9.5	-2.8	4.8	-5.5	-0.5	-0.4	1.5	-6.8	2.8
Cc1cccc(N2CCN(C(=O)c3ccc(Cl)c(NC4=NC5CS(=O)(=O)CC5S4)c3)CC2C)c1 (stereo unspecified)	14.9	-4.9	12.4	3.7	0.7	17.9	-8.5	1.6	4.2
CCOc1ccc(N2C(=O)Nc3ccccc3C2(O)C(=O)NCc2ccc(F)cc2)cc1 (stereo unspecified)	2.9	7.7	-1.6	-4.4	9.5	0.3	-0.2	7.7	1.3
O=C(NNc1ccccn1)C(=O)NNS(=O)(=O)c1ccc(Cl)cc1	2.3	5.3	-9.7	-2.1	-4.0	1.4	2.0	-2.2	0.7
N#CC1(P(=O)(c2ccccc2)c2ccccc2)CC1	0.7	18.0	-39.8	-1.3	-1.8	0.8	7.9	-3.1	-1.0
COc1ccc(CCNC(=O)Cn2nc(C)c3c(C)n(-c4ccccc4)nc3c2=O)c(OC)c1	-2.2	3.8	-15.7	-6.2	-12.5	0.6	10.8	2.0	-5.9
COc1ccc(C2CC(=O)c3cnc(NC(=O)c4ccco4)nc3C2)cc1 (stereo unspecified)	3.6	2.4	-3.7	-3.7	15.4	1.2	-2.9	-2.4	-1.8
CCCS(=O)(=O)N1CCC(C(=O)N2CCN(Cc3ccccc3)CC2)CC1	0.1	8.7	-2.8	-2.9	-2.7	0.7	3.3	-8.4	0.0
CC(C)(CN1CCNCC1)NS(=O)(=O)c1ccc(Cl)cc1	3.2	4.7	-4.7	-4.5	1.3	3.7	-3.1	-7.9	0.9
COc1ccc(CNCc2ccc3ccccc3c2)c(OC)c1	7.9	8.5	-10.5	-2.3	2.0	11.9	-1.3	6.3	-6.3
CCCCCNC(=O)C1C(=O)Nc2ccccc2C(=O)N1C(C)(C)C (stereo unspecified)	0.8	·	·	·	-5.2	1.3	7.1	2.3	1.8
O=S(=O)(Nc1ccc(N2CCCCC2)cc1)c1ccccc1	3.7	-5.4	1.7	-6.3	-5.7	0.7	-1.9	-14.2	-0.5
COc1cc(CNc2ncnc3c2ncn3[C@H]2CN(Cc3ccc(Cl)cc3)C[C@@H](CO)O2)cc(OC)c1OC	5.0	14.7	-22.8	2.6	-1.9	9.3	-2.4	-14.4	1.6

Compound profiles, from the list above. Order of screens: TAAR1 ag, CHRM1 PAM, M1 antag, M1 ag, CHRM5 antagonist, M4 ag, M5 PAM, M4 antag, M5 ag
`CCN(C[C@H]1N[C@@](CC)(C(=O)OC)[C@H]2C(=O)N(Cc3ccccc3)C(=O)[C@@H]12)C(=O)COC` is listed as 1.6, 6.0, -6.4, -2.6, 0.8, 0.3, -0.3, -21.6, 1.4
`COc1ccc(-c2cc(=O)oc3cc(OCC(=O)Nc4ccc(CCO)cc4)ccc23)cc1` is listed as 4.6, 5.3, 7.6, 5.1, 3.4, 8.9, -1.9, -25.8, -0.9
`Cc1nc(NC(=S)NC(=O)c2cccs2)sc1C(=O)N(C)C` is listed as 15.2, -0.9, -1.2, -3.8, 9.1, 0.4, -8.7, 5.1, -1.9
`O=C(NNc1ccccn1)C(=O)NNS(=O)(=O)c1ccc(Cl)cc1` is listed as 2.3, 5.3, -9.7, -2.1, -4.0, 1.4, 2.0, -2.2, 0.7

Carrying on:
structure	TAAR1 ag	CHRM1 PAM	M1 antag	M1 ag	CHRM5 antagonist	M4 ag	M5 PAM	M4 antag	M5 ag
N/C(=N\c1nc2ccccc2o1)NC(=O)c1ccccc1F	16.8	7.3	-6.7	-0.6	8.6	1.2	0.8	4.3	0.6
Cc1ccc(S(=O)(=O)N2CCN(c3ccccc3)CC2)cc1C	1.2	1.6	-11.2	-3.0	13.1	-1.1	-3.3	7.9	-2.2
C=C(C)C(=O)Nc1cccc(C2=NOC3(C2)C[C@H](C(N)=O)N(C(=O)c2ccccc2)C3)c1 (stereo partly specified)	4.8	13.3	-2.2	-1.6	-0.2	1.3	6.1	2.6	6.4
CC(=O)Nc1ccc(N=Cc2ccc(OCc3ccccc3)cc2)cc1	-1.8	-2.4	-1.6	-9.8	4.0	0.5	0.7	8.5	-1.9
Cc1ccc(N2C(=O)C3CCCN3C2=S)cc1C (stereo unspecified)	1.8	8.1	-9.7	-2.8	-0.6	1.0	13.1	1.3	0.5

Screening data from PubChem BioAssay.

These rows are one share of the data; the hit share may differ from the screen's.
